Source: PubChem
CTSL1 counter = blocks F. hepatica cathepsin L1 in PFM18AAP counter-screen; recombinant F. hepatica cathepsin L1, Z-Leu-Arg-MCA fluorescence; inhibition, % at 5.96 µM; actives 0.49% (n = 300,000);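 active means inhibition above the mean of all tested compounds plus 3 SD, set per screening campaign, cut at about 17% in these data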;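 further: 0% = plate median of test compound wells and 100% = 1 µM Z-Phe-Ala-diazomethylketone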
LYPLA2 inh = counter-screen for PME1 inhibitors: inhibitors of human LYPLA2. O95372. recombinant LYPLA2, FP-Rh probe fluorescence polarization. inhibition, % at 5.9 µM. actives 0.38% (n = 320,000). AID 2177;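 active means inhibition above the screen-wide mean plus 3 SD, limit set per campaign, cut at about 26% in these data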;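 further: 0% = LYPLA2 with DMSO and 100% = wells lacking LYPLA2 enzyme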
Target sequence (O95372 whole entry, looked up): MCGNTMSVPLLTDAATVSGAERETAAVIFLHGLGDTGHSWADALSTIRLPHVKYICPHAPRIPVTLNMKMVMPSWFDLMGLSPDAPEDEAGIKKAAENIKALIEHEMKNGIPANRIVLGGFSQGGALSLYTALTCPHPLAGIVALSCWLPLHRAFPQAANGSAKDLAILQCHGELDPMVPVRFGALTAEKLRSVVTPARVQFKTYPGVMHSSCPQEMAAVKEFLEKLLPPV
PP1 counter = counter-screen for PP5 inhibitors: inhibitors of human PP1-alpha; actives 0.9% (n = 320,000); AID 2235; inhibition, % at 6.7 µM; P62136; purified PP1alpha, OMFP fluorescence;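 active means inhibition above the mean inhibition of all tested compounds plus 3 SD, computed separately for each screening campaign, cut at about 15% in these data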
Target sequence (P62136 whole entry, looked up): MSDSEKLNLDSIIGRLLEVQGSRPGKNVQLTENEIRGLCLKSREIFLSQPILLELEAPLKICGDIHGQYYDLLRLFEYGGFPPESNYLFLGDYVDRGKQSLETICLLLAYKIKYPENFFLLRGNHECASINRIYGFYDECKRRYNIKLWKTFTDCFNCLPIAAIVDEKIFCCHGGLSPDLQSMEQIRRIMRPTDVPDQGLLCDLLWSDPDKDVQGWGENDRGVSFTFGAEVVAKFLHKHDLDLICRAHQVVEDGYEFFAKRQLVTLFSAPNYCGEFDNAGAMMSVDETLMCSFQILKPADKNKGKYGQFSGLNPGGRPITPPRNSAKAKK
Efflux pump mplx = blocks antifungal efflux pumps in multiplex yeast assay; AID 485275; actives 0.44% (n = 330,000); S. cerevisiae Candida pump triplex, Nile Red efflux; inhibition, % at 10 µM;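 active means plate passing quality check with inhibition over a set limit, or well fluorescence over plate mean plus 4 SD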;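 further: Nile Red retained in pooled yeast measured as flow cytometry median fluorescence; 0% = buffer negative control and 100% = Enniatin B positive control; higher means more Nile Red kept so more efflux inhibition; some compounds called inactive have numbers as strong as hits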
PREPL inhibitor = inhibits the human prolyl oligopeptidase-like enzyme | Q4J6C6 | recombinant PREPL, fluorescence polarization activity-based probe | inhibition, % at 5.96 µM | actives 0.68% (n = 320,000) | AID 2751; in the data active means inhibition above about 43%;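 further: 0% = enzyme with DMSO and 100% = wells lacking enzyme; many of its hits are not listed in these tables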
PP5 primary = inhibitors of human protein phosphatase 5 (PP5); P53041; purified PP5c, OMFP substrate fluorescence; inhibition, % at 6.7 µM; actives 0.18% (n = 320,000); AID 1987;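 active means inhibition above the campaign's mean inhibition across all tested compounds plus 3 SD, cut at about 9.5% in these data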;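 further: 0% = DMSO only and 100% = 100 µM cantharidin control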
TPT1 inh = blocks Candida albicans tRNA 2'-phosphotransferase; recombinant caTPT1, FP RNA substrate dephosphorylation; inhibition, % at 5 µM; actives 0.81% (n = 300,000); AID 1962;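 active means inhibition above the mean of all tested compounds plus 3 SD, set per screening campaign, cut at about 24% in these data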;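 further: plate controls were DMSO alone for no effect and ferristatin control at 100 nM for full effect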
JMJD2C inh = human JMJD2C demethylase inhibition | GST-JMJD2C(1-420) H3K9me3 demethylation, DELFIA europium | inhibition, % at 2.35 µM | actives 0.069% (n = 330,000) | AID 2099;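 active means more than half of a compound's replicate wells show inhibition beyond 50%, single wells judged on their own value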;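 further: signal counts dimethyl H3K9 product captured on neutravidin plate; 0% = median of DMSO wells and 100% = 0.3 times that DMSO median; strong numbers were not always called active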
Target sequence (Q9H3R0 1-420 limits assumed): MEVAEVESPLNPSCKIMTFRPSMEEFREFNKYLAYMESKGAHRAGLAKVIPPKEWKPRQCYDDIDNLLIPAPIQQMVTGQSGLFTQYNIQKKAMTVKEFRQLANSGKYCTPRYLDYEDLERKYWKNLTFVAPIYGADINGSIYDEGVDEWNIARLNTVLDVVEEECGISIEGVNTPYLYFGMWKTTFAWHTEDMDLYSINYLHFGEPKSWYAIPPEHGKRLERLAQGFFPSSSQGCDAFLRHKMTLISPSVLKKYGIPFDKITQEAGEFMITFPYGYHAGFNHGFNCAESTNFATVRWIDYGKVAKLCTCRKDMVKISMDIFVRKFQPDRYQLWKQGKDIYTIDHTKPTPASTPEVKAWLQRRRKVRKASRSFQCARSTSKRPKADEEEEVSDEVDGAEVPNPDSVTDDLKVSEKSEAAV
core dimer inh = HCV core protein dimerization inhibition. TR-FRET GST/Flag-core106 dimerization, 1536-well. inhibition, % at 5 µM. actives 0.33% (n = 300,000). AID 1899;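 active means inhibition above the mean of all tested compounds plus 3 SD, set per screening campaign, cut at about 45% in these data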
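Assay system: GST-tagged and Flag-tagged HCV core protein residues 1-106 / Times: compound-protein-antibody incubation 4 h at 22.5 °C / Signal: time-resolved FRET, ex 340 nm, em 617 and 671 nm / Evaluation: % inhibition based on acceptor/donor emission ratio / Benchmarks: wells lacking GST-core106 and wells with excess unlabelled core106 / Repeats: singlicate, one well per compound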
An asterisk follows results filed as active; / = not tested or not shown. An excerpt (hit frequency here may not be typical).

SMILES | CTSL1 counter | LYPLA2 inh | PP1 counter | Efflux pump mplx | PREPL inhibitor | PP5 primary | TPT1 inh | JMJD2C inh | core dimer inh
COP1(=O)C[C@@H](O)[C@@H](O)[C@@H](COCc2ccccc2)O1 (stereo not given in full) | -3 | 1 | -3 | 0.0 | -5 | 1.7 | 1 | 14 | 2
O=C(NC1CCCCC1)C(c1ccccn1)N(C(=O)c1csnn1)C1CCCCC1 (stereo not given) | 0 | -2 | -3 | -0.1 | -3 | 0.2 | 1 | 1 | 0
COc1ccc(CCCNC(=O)C2CCC(=O)N(CC3CCCCC3)C2)cc1 (stereo not given) | 1 | -1 | -1 | 0.1 | 22 | 2.7 | 2 | 0 | 5
O=c1[nH]c(C2CCN(S(=O)(=O)c3cccc([N+](=O)[O-])c3)CC2)nc2c1nnn2Cc1ccccc1 | 2 | 5 | 3 | 0.1 | -10 | 2.5 | 1 | -64 | 16
COc1ccc(/C(N)=N/OC(=O)Cc2ccc(OC)c(OC)c2)cc1 | -4 | 4 | -4 | 0.0 | 1 | 3.8 | -3 | 3 | -10
O=C1N/C(=C/c2cccn2-c2ccccc2)C(=O)N1Cc1ccc(F)cc1 | 3 | 0 | 5 | -0.4 | 0 | 2.0 | 8 | 1 | 28
Cc1nnc(SCC(=O)NC(C)(C)C)n1NCc1cccc(Br)c1 | -1 | -3 | -2 | 0.0 | 15 | 0.1 | 3 | -4 | -5
CCOc1ccc(Br)cc1S(=O)(=O)NCCN1CCCC1 | 5 | -3 | -4 | 0.2 | 29 | -0.9 | 0 | 1 | 2
O=C(O)C1CC(=O)N(CCOc2ccccc2)C1 (stereo not given) | -3 | 6 | -2 | 0.1 | 11 | 0.7 | 0 | -5 | -1
Nc1nc(SCC(=O)NCCC(c2ccccc2)c2ccccc2)n[nH]1 | 2 | -2 | -1 | 0.1 | 9 | 1.0 | -2 | 2 | 3
O=C(c1cccc(C(F)(F)F)c1)C1CCCN(Cc2cccn2-c2ncccn2)C1 (stereo not given) | -1 | -3 | 0 | 0.1 | 27 | 2.0 | 3 | 4 | -2
CCOc1cc(S(=O)(=O)N2CCN(C(=O)c3ccco3)CC2)ccc1F | 0 | 3 | -2 | 0.0 | -1 | -0.7 | 2 | -4 | 5
Nc1ccc(S(=O)(=O)NC2(C(F)(F)F)NC(=O)N(Cc3ccccc3)C2=O)cc1 (stereo not given) | -2 | 1 | -3 | 0.7 | 13 | 5.0 | -1 | -2 | -3
CCCC(=O)N1CCN(c2ccc(NC(=S)NC(=O)c3cccc(C)c3)cc2)CC1 | 3 | 20 | -2 | 0.2 | 18 | -0.5 | -2 | 8 | 2
C=CCn1c(SCC(=O)Nc2ncc(Cc3cc(Cl)ccc3Cl)s2)nnc1-c1ccncc1 | -2 | -4 | 2 | 0.1 | 5 | 2.0 | -5 | -2 | 3
COc1ccc(N2CCN(C(=O)c3cc4c(s3)CCCCC4)CC2)cc1 | / | 62* | 1 | -0.1 | 15 | 2.5 | / | 4 | /
COc1ccc(C(C)=O)cc1CN1C(=O)NC2(CCCCC2)C1=O | 4 | -2 | 0 | 0.2 | -2 | 0.4 | 7 | 0 | 5
Cc1cc(Cl)nc2ccc(Cc3ccc4nc(Cl)cc(C)c4c3)cc12 | 6 | -6 | 13 | 0.5 | -8 | 1.8 | -3 | -10 | 11
Oc1cccc2ccc(/C=C/c3c(F)cccc3Cl)nc12 | 2 | -9 | 5 | -0.2 | -13 | -0.5 | 1 | 3 | 0
COc1cccc(CC2(CO)CCN(Cc3ccc4cccc(F)c4n3)CC2)c1 | -1 | -1 | 4 | 0.0 | -15 | 2.4 | 2 | -1 | 7
Oc1c(C=NCc2ccccc2)sc2ccccc12 | -1 | -2 | -3 | 0.6 | 16 | -1.7 | 2 | -3 | 4
OCC1(CCCc2ccccc2)CCN(Cc2cnc(N3CCOCC3)s2)CC1 | 3 | 11 | -2 | -0.1 | 22 | 0.4 | -3 | 23 | -3
O=C(NC1CCCC1)C1CCN(C(=O)c2cc(Cl)ccc2Cl)CC1 | 0 | -6 | -3 | -0.2 | 4 | -0.3 | 3 | 1 | 9
CCC(=O)Nc1ccc(C(=O)CSc2nnc(-c3ccccc3F)n2C2CC2)cc1 | -17 | -5 | 6 | -0.4 | 4 | 0.5 | 3 | -9 | 40
O=C(O)C1Cc2ccccc2CN1C(=O)COc1ccc(Cl)cc1 (stereo not given) | 1 | 9 | -1 | -0.2 | 1 | -0.6 | -1 | -25 | -2
Clc1ccc(Oc2cnc3ccccc3n2)cc1 | 0 | 4 | -2 | 0.0 | -14 | 2.0 | 0 | -4 | -4
CN(C)C(=O)COn1c(SCC(=O)N(C)C)nc2ccccc2c1=O | -4 | 1 | -2 | -0.1 | 2 | -1.0 | -1 | 5 | 1
Cc1nc2nc(Cc3ccccc3)[nH]n2c(=O)c1Cl | 1 | -6 | -1 | 0.0 | 12 | 1.2 | 4 | 11 | -14
Cc1c(Cl)cccc1NC(=O)NNC(=O)CCc1ccccc1 | 1 | 7 | -8 | 0.0 | -1 | -6.1 | -3 | 1 | -13
N#Cc1c(SCc2c(Cl)cccc2Cl)nc(N)[nH]c1=S | / | -3 | 6 | -0.1 | -4 | 1.4 | / | 3 | /
CC(NC(=O)COc1ccc([N+](=O)[O-])cc1)c1ccccc1 (stereo not given) | 7 | 5 | 4 | 0.0 | 5 | 3.6 | -2 | 6 | -4
COc1ccccc1NC(=O)C(C)OC(=O)CSCC(=O)Nc1ccc(C)cc1C (stereo not given) | / | 4 | -6 | 0.1 | 4 | 0.9 | / | 10 | /
O=C(O)C1CC=C(Cl)CC1C(=O)NCC1OCCc2ccccc21 (stereo not given) | 5 | -2 | -6 | 0.0 | 8 | 1.6 | -2 | 12 | 3
COc1cccc(-n2nc3c(=S)[nH]nc(C)c3c2C)c1 | 4 | 3 | -4 | -0.1 | 0 | -0.8 | -6 | 8 | 19
CN(CCOc1ccc(Cl)cc1)C(=O)c1ccc(S(=O)(=O)N2CCOCC2)cc1 | 1 | -1 | -7 | -0.1 | 12 | -1.5 | -1 | 4 | -2
COc1ccc(CN2CC[C@@H](N3CCOCC3)[C@H](O)C2)cc1F | -1 | 3 | 1 | 0.1 | 2 | 3.7 | 2 | 3 | -8
O=C(Nc1ccccc1)c1ccncc1 | -2 | 5 | -3 | 0.1 | -4 | 1.4 | -2 | 10 | 0
O=[N+]([O-])c1ccccc1S(=O)(=O)N1CCN(c2ccc(F)cc2)CC1 | -3 | 8 | -3 | 0.1 | -14 | 6.1 | 5 | 6 | 7
O=C(CCCSc1ccccc1)Nc1cccc(CO)c1 | 3 | 0 | 0 | 0.0 | 2 | 3.5 | -2 | 2 | 5
COc1cc2ccccc2cc1C(=O)Nc1ccc(N2CCN(C(=O)C(C)C)CC2)cc1 | 1 | 2 | -2 | 0.2 | -6 | 3.6 | 4 | -41 | -2
CCN(CC)S(=O)(=O)c1cccc(NC(=O)c2cc(=O)[nH]c3ccccc23)c1 | -4 | 4 | -2 | 0.8 | -7 | 1.4 | 0 | 9 | 2
Cc1cc(C)nc(OC(C(=O)O)C(OCc2ccccc2)(c2ccccc2)c2ccccc2)n1 (stereo not given) | 7 | 4 | 5 | 0.2 | 1 | -1.4 | -4 | 18 | -14
CC(NC(=O)CC1Nc2ccccc2NC1=O)c1ccccc1 (stereo not given) | 0 | -15 | 2 | 0.0 | 0 | 0.2 | 30* | -11 | -1
CN(C)c1nc2ccccc2n(C)c1=O | 4 | 4 | -1 | -0.2 | 18 | 0.9 | -8 | 16 | -5
COc1cccc2cc(-c3nc4ccccc4[nH]3)c(=O)oc12 | -2 | -2 | 2 | 0.0 | -9 | -0.2 | 0 | 0 | 2

Another view of some results above.
Molecule	CTSL1 counter	LYPLA2 inh	PP1 counter	Efflux pump mplx	PREPL inhibitor	PP5 primary	TPT1 inh	JMJD2C inh	core dimer inh
CN(C)c1nc2ccccc2n(C)c1=O	4	4	-1	-0.2	18	0.9	-8	16	-5
COc1cccc2cc(-c3nc4ccccc4[nH]3)c(=O)oc12	-2	-2	2	0.0	-9	-0.2	0	0	2

Remaining list, next part
SMILES | CTSL1 counter | LYPLA2 inh | PP1 counter | Efflux pump mplx | PREPL inhibitor | PP5 primary | TPT1 inh | JMJD2C inh | core dimer inh
COC(=O)N/N=C/c1cc(Cl)c(OCc2ccccc2F)c(OC)c1 | 0 | -9 | -2 | 0.1 | 0 | 3.8 | 5 | 1 | -2
Cc1c(OCC(=O)N2C[C@H]3C[C@@H](C2)c2cccc(=O)n2C3)ccc2c3c(c(=O)oc12)CCC3 | 1 | -7 | -7 | -0.2 | 2 | 0.3 | -2 | / | 3
COc1cccc2c1cc1c(=O)n(CC(=O)N3CCCCCC3)nc(C)n12 | 1 | 4 | 0 | -0.1 | 5 | -0.5 | 3 | -8 | 0
CN(Cc1nc2ccccc2n1C)S(=O)(=O)c1ccc(Cl)cc1 | -2 | 1 | 0 | 0.0 | -10 | 0.9 | -3 | 4 | -3
CC(=O)N1CCc2c(sc3c2c(=O)n(-c2ccccc2)c(=O)n3CC(=O)NCC2CCCO2)C1 (stereo not given) | -3 | 8 | -3 | -0.1 | 1 | 0.2 | -1 | 3 | 4
COC(=O)C1=C(C)NC(C)=C(C(=O)OC)C1c1ccc(-c2cccc(Cl)c2Cl)o1 | 12 | -21 | 0 | 0.2 | -51 | 3.6 | 0 | -1 | -1
Cc1c(Cl)cccc1NC(=O)c1ccccc1-c1ccccc1C(=O)O | 3 | 9 | 0 | -0.1 | 16 | 1.5 | -4 | 1 | -7
CCOC(=O)N1CCN(C(=O)/C(=C/c2ccccc2OC)NC(=O)c2ccccc2)CC1 | 3 | 2 | 2 | 0.1 | 3 | -0.6 | -1 | -25 | 0
CCC1(C)Cc2c(C#N)c(N)sc(=S)c2CO1 (stereo not given) | 3 | 3 | -1 | -0.2 | 4 | 2.0 | -12 | -1 | -21
COc1ccc(C(=O)N2CCCC(CCC(=O)N3CCN(c4ccccn4)CC3)C2)cc1 (stereo not given) | -4 | -1 | -1 | 0.0 | 3 | 0.9 | 3 | -4 | 10
CCOC(=O)N1CCN(CCCc2ccccc2)CC1 | 2 | 8 | 1 | 0.2 | 7 | -2.3 | 1 | 0 | 6
CCOC(=O)c1c(C)[nH]c(C(=O)N/N=C/c2ccc(Br)cc2)c1C | 3 | -33 | 0 | -0.1 | 1 | -0.6 | -1 | 7 | 3
Cc1cc(NC(=O)CCC(=O)N(Cc2ccccc2)C2(C(=O)NC3CCCCC3)CCCC2)no1 | 2 | -8 | 0 | -0.1 | 9 | 0.6 | -3 | -2 | 8
CCNC(=O)CC1S/C(=N/N=C(\C)c2ccccc2)NC1=O (stereo not given) | 2 | -3 | -2 | 0.0 | 15 | -1.7 | -2 | -19 | -7
COc1ccc(C(=O)O/N=C(\N)c2ccc(Cl)cc2)cc1 | -1 | 2 | -5 | -0.2 | 4 | 0.1 | 1 | 5 | -7
CCC(=O)c1ccc(OCC(O)CN2CCN(S(=O)(=O)c3ccc(NC(C)=O)cc3)CC2)cc1 (stereo not given) | -5 | 9 | -7 | -0.1 | 2 | 0.1 | -2 | -4 | 7
O=C(CSc1n[nH]c(-c2cccnc2)n1)OC1CCCCC1 | -4 | -1 | -2 | 0.0 | 4 | 2.2 | 2 | -1 | -3

Look-ups from the results shown.
`Cc1cc(NC(=O)CCC(=O)N(Cc2ccccc2)C2(C(=O)NC3CCCCC3)CCCC2)no1` – PP5 primary = 0.6
`Cc1c(Cl)cccc1NC(=O)c1ccccc1-c1ccccc1C(=O)O` – LYPLA2 inh = 9
